Source: PubChem
Cneo AK release: Cryptococcus neoformans lysis via adenylate kinase release; lysis activity, % at 15 µM; actives 0.2% (n = 360,000); C. neoformans lysis, adenylate kinase release luminescence, 4 h; normalised: neutral wells 0, clomiphene wells 100;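 active = mean lysis activity across replicates of at least 80%, whatever share of replicates individually reach that level; inactive = mean lysis activity below 80%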
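Material: C. neoformans cells; Schedule: 4 h static compound exposure, 37 °C, read 1 h post-reagent; Measured by: adenylate kinase release luminescence; Read-out: signal increase indicating cell lysis; Controls: Clomiphene as positive lysis control.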
ARNT-TACC3 inh: disruptors of human ARNT/TACC3 interaction | AlphaScreen His-ARNT PAS-B/GST-TACC3 binding, luminescence; TACC3 fragment carries E629A point mutation | inhibition, % at 9.99 µM | actives 0.66% (n = 390,000) | AID 623870;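 active = mean inhibition of replicates at least 50% and at least half of replicates each reaching 50%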;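 also: 0% = complete ARNT plus TACC3 wells and 100% = ARNT alone without TACC3; many hits fall short of the cut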
esBAF inh: inhibitors of esBAF chromatin remodeling in mouse ES cells | Bmi1-luciferase knock-in reporter, 24 h; 100% = twice the neutral-well signal | reporter increase, % at 12.5 µM | actives 2% (n = 350,000); in the data active = activation above about 40%;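 also: 0% = median of the plate's neutral control wells and 100% = double that signal; a rise in the Bmi1 reporter signal indicates esBAF inhibition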
ERp5 block: blocks human ERp5 reductase activity on insulin; inhibition, % at 9.99 µM; Q15084; actives 0.05% (n = 350,000); ERp5 insulin aggregation, absorbance 650 nm, 90 min;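 active = mean replicate inhibition above about 25%, with every replicate also reaching it, limit read from the data, passing the limit was not always enough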
Target sequence (Q15084 whole entry, looked up): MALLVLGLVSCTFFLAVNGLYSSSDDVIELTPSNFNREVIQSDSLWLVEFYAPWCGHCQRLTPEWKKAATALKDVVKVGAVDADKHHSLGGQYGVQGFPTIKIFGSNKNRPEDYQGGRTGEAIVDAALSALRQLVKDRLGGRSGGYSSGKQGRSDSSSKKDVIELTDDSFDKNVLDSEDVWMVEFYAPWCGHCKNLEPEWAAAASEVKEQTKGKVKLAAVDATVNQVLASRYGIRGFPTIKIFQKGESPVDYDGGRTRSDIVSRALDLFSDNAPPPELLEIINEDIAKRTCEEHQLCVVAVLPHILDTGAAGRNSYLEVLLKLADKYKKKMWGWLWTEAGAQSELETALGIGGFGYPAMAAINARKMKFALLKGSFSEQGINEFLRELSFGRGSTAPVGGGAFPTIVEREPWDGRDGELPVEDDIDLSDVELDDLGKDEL
SIRT5 inh: inhibitors of human sirtuin-5 desuccinylase; AID 652115; actives 1.1% (n = 330,000); Q9NXA8; Purified SirT5, succinyl-peptide AMC, trypsin-coupled fluorescence; inhibition, % at 15 µM; in the data active = inhibition above about 15%
Target sequence (Q9NXA8 whole entry, looked up): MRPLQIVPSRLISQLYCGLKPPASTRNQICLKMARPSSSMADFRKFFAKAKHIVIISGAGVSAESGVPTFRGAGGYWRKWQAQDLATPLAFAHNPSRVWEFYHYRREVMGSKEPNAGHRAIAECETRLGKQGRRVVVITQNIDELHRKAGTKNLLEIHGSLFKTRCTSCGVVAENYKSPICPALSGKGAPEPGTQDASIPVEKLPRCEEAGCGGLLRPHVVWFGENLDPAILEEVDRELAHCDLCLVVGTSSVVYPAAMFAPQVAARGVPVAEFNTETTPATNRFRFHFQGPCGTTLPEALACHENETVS
C2C12 statin: protects C2C12 myotubes from simvastatin toxicity. actives 0.78% (n = 330,000). ATP luminescence, 48 h; scaled: DMSO 0, geranylgeraniol control 100. rescue of ATP level, % at 7.49 µM;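 active = mean ATP rescue above about 67%, or every replicate alone reaching that limit, limit read from the data, passing the limit was not always enough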;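 also: myotubes were challenged with 10 µM simvastatin during compound exposure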
miR122 inh: blocks miR-122 activity in Huh7 sensor cells; Huh7 miR-122 Renilla luciferase sensor, 48 h; neutral wells = 0, positive control = 100; activation (reporter increase), % at 12.5 µM; actives 0.3% (n = 340,000);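 active = mean replicate activation score at least 90 and every replicate individually at or above 90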;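 also: higher luciferase means less miR-122 activity so hits act as miR-122 inhibitors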
Numbers without * were called inactive; . = no result given; [ ] = remark or other dose. Compounds as they come, and some 4% of all compounds hit somewhere here.

SMILES	Cneo AK release	ARNT-TACC3 inh	esBAF inh	ERp5 block	SIRT5 inh	C2C12 statin	miR122 inh
Cc1c(NC2=NC3(CCCCC3)Cc3ccccc32)c(=O)n(-c2ccccc2)n1C	-1	-1	6	.	.	0	0
CC[C@@H](C)[C@@H](C(=O)N1CCN(C(=O)OC(C)(C)C)CC1)n1cc(CCCCNC(=O)OC(C)(C)C)nn1	-2	-11	-1	-7	1	2	-7
O=C1NN=C2CCCCCCCCCCC12 (stereo not drawn)	0	.	12	-5	.	9	-7
COc1ccc(NC(=O)Nc2cccc3c2O[C@H](CN(C)C(=O)Nc2ccc(F)cc2)[C@@H](C)CN([C@H](C)CO)C3=O)cc1	-3	17	-1	-4	4	9	41[16.7 µM]
O=C(Nc1cccc(C(F)(F)F)c1)/C(=C/c1ccco1)NC(=O)c1cccs1	-1	17	11	.	.	12	6
CCN(C[C@H]1N[C@@](C)(C(=O)OC)[C@H]2C(=O)N(C)C(=O)[C@@H]12)S(=O)(=O)c1ccc(C(F)(F)F)cc1	2	1	-2	-2	-5	5	-5
CCc1cc(=O)oc2cc(OC(C)C(=O)O)c(Cl)cc12 (stereo not drawn)	-1	-7	-3	.	.	-11	-1
O=C(Cc1ccc(Cl)cc1)NC1CCS(=O)(=O)C1 (stereo not drawn)	10	-1	-4	7	0	1	-2
CC(C)(C)c1cnnn1-c1ccc(/C=N/Nc2ccc([N+](=O)[O-])cc2)cc1	0	-4	.	4	2	.	.
C[C@@H]1CCCCO[C@H](CN(C)C(=O)Cc2ccccc2)[C@@H](C)CN([C@@H](C)CO)C(=O)c2cc(NC(=O)Nc3ccc(C(F)(F)F)cc3)ccc2O1	-2	1	-1	5	-1	-134	-5[16.7 µM]
COC(=O)CN1C(=O)C(O)(CC(=O)c2cccc(Br)c2)c2ccccc21 (stereo not drawn)	0	-6	0	4	.	-4	-3
Cc1ccc(CCC(=O)Nc2ccc(C)c(C)c2)o1	.	-6	.	-1	2	.	.
C=CCSc1n[nH]c(=O)n1-c1cccc(C(F)(F)F)c1	0	-3	-12	-1	-44	4	.
Cc1ccc(C)c(S(=O)(=O)N2CCN(C(=O)CSc3ccccc3)CC2)c1	-4	-19	0	4	1	-2	-1
NC(=O)CSc1nc2scc(-c3ccc(Cl)cc3)c2c(=O)n1Cc1ccccc1	0	-6	.	.	.	.	-2
CC(C)=CCCC(C)CN(C)CCc1ccccn1 (stereo not drawn)	2	19	5	.	.	-7	-4
O=c1c(Cc2ccccc2)c(O)nc2n1CCS2	3	-23	-2	.	.	14	-4
CCOC(=O)N1CCN(C(=O)CN2C(=O)COc3ccc(S(=O)(=O)N4CCOCC4)cc32)CC1	-2	-2	2	3	-6	0	.
C[C@H](NC(=O)[C@@H]1[C@@H](CO)[C@@H]2Cn3c(cccc3=O)[C@H]1N2C(=O)C1CCCC1)c1ccccc1	-2	-4	4	-3	1	-8	-4[16.7 µM]
C[C@@H]1CN([C@H](C)CO)C(=O)c2cccc(NC(=O)NC3CCCCC3)c2O[C@@H]1CN(C)C(=O)Nc1ccc2c(c1)OCO2	1	.	4	-5	9	1	-6[16.7 µM]
CCCN(CC(=O)Nc1ccccc1OC)C(=O)Cc1ccc2c(c1)CCC2	0	-4	3	.	.	4	.
CCOc1ccc2oc(C(=O)NCC3CCCO3)c(C)c2c1 (stereo not drawn)	-6	8	39	-10	-8	3	0
Cc1ccc(S(=O)(=O)N(C)C)cc1NC(=O)COC(=O)/C=C/c1ccc2ccccc2n1	.	23	.	-1	-5	.	.
CC(C)(C)c1ccc(C(=O)N/C(=C\c2ccco2)C(=O)Nc2ccccc2C(=O)O)cc1	-3	-10	28	3	2	2	-1
O=C(COC(=O)c1ccccc1Br)NCC1CCCO1 (stereo not drawn)	1	-1	14	4	-8	2	-17

Profiles, looked up by structure. Screens in order: Cneo AK release	ARNT-TACC3 inh	esBAF inh	ERp5 block	SIRT5 inh	C2C12 statin	miR122 inh
`CC[C@@H](C)[C@@H](C(=O)N1CCN(C(=O)OC(C)(C)C)CC1)n1cc(CCCCNC(=O)OC(C)(C)C)nn1` in the list: -2	-11	-1	-7	1	2	-7
`Cc1ccc(C)c(S(=O)(=O)N2CCN(C(=O)CSc3ccccc3)CC2)c1` in the list: -4	-19	0	4	1	-2	-1
`C[C@@H]1CN([C@H](C)CO)C(=O)c2cccc(NC(=O)NC3CCCCC3)c2O[C@@H]1CN(C)C(=O)Nc1ccc2c(c1)OCO2` in the list: 1	.	4	-5	9	1	-6[16.7 µM]
`O=C(Nc1cccc(C(F)(F)F)c1)/C(=C/c1ccco1)NC(=O)c1cccs1` in the list: -1	17	11	.	.	12	6
`CCc1cc(=O)oc2cc(OC(C)C(=O)O)c(Cl)cc12` (stereo not drawn) in the list: -1	-7	-3	.	.	-11	-1

In another format: results already given
Molecule | Cneo AK release | ARNT-TACC3 inh | esBAF inh | ERp5 block | SIRT5 inh | C2C12 statin | miR122 inh
Cc1ccc(S(=O)(=O)N(C)C)cc1NC(=O)COC(=O)/C=C/c1ccc2ccccc2n1 | . | 23 | . | -1 | -5 | . | .
CC(C)(C)c1ccc(C(=O)N/C(=C\c2ccco2)C(=O)Nc2ccccc2C(=O)O)cc1 | -3 | -10 | 28 | 3 | 2 | 2 | -1

Next records follow:
SMILES	Cneo AK release	ARNT-TACC3 inh	esBAF inh	ERp5 block	SIRT5 inh	C2C12 statin	miR122 inh
O=C(c1ccc2c(c1)OCO2)N1C[C@H]2[C@@H](c3ccccc31)[C@@H](CO)N2CC1CCCC1	1	5	-3	0	2	-23	13[16.7 µM]
O=C(CN1C(=O)NC(Cc2c[nH]c3ccccc23)C1=O)NC1CC1 (stereo not drawn)	1	3	-4	-13	-4	-9	-6
COc1ccccc1CNC(=O)C1CCN(Cc2nc(-c3cccc(Cl)c3)oc2C)CC1	3	-3	-20	.	.	.	-4
CC(C)c1c(C(=O)Nc2ccccc2)c(-c2ccccc2)c(-c2ccc(F)cc2)n1CC[C@@H](O)C[C@@H](O)CC(=O)O	0	.	-18	6	2	-13	-9
O=c1[nH][nH]c(C(F)(F)F)c1C=NCc1ccccc1Cl	0	3	-3	.	.	2	3
CCOc1ccc(NC(=O)COC(=O)COc2cccc3c2OC(C)(C)C3)cc1	-2	-12	.	-7	-1	.	-4
CCOc1ccc(CCNC(=O)c2cccc(NC3=NC4CS(=O)(=O)CC4S3)c2)cc1OCC (stereo not drawn)	2	6	-9	-4	0	8	-1
COc1cccc(C2=NOC(C(=O)Nc3cccc(C(C)=O)c3)C2)c1OC (stereo not drawn)	9	2	-7	.	.	.	-4
COCCNC(=O)C[C@H]1CC[C@H]2[C@@H](COc3ccc(NC(=O)Nc4ccccc4)cc3C(=O)N2C)O1	4	6	-9	0	-7	-1	0[16.7 µM]
N#CCSc1nc2c(c(C3CC=CCC3)c1C#N)CCC2 (stereo not drawn)	.	-2	-6	5	-7	4	-2
O=C(N[C@@H](Cc1ccccc1)C(=O)OCc1ccccc1)c1nc[nH]c1C(=O)NCc1ccccc1	1	-12	6	3	.	-3	1
CCOc1ccc(-c2c(C)n([O-])c3c([n+]2=O)CCCC3)cc1	2	-1	-11	.	.	.	-7
CC(=O)c1cc2c(cc1NC(=O)Cn1nc(-c3ccc(C)cc3)ccc1=O)OCO2	3	-1	5	0	-2	14	-2
O=C(CCSc1ccccc1)NCCSCc1ccco1	-4	-2	4	.	.	-12	13
CCOc1ccc(S(=O)(=O)N2CCOCC2)cc1NC(=O)CSCC(=O)Nc1ccc(OC)cc1	3	.	3	-1	-5	7	.
COC(=O)c1ccc2c(=O)[nH]c(CCl)nc2c1	2	.	6	0	-1	5	1
O=C(Nc1cccc(Cl)c1)C1CCCN(c2cnccn2)C1 (stereo not drawn)	5	-1	-6	0	-1	9	6
O=C(O)Cn1nc(-c2ccc(Cl)cc2)ccc1=O	.	-4	4	9	1	-7	.
O=C(NCCCc1ccccc1)c1cccc([N+](=O)[O-])c1	.	-6	.	2	-1	.	.
Cc1ccc(C(=O)c2nc3c(n2O)CCCC3)cc1	0	-5	20	.	.	-6	1
CCN(CC)S(=O)(=O)c1ccc(-n2c(=O)c(C(C)C)c(C)n2C)cc1	2	.	7	-1	1	87*	24
COc1cc(SC)ccc1C(=O)N1CCN(c2ccc(O)cc2)CC1	5	10	-16	3	0	-4	14
COc1cccc(CNC(=O)C2CCN(S(=O)(=O)c3ccc4c(c3)NC(=O)CO4)CC2)c1	0	9	-7	3	-2	-1	17
CC(C)NC(=O)/C(=C\c1cccc([N+](=O)[O-])c1)NC(=O)c1ccccc1	-2	0	5	.	.	-9	-2
CCOc1ccc(C2N(c3ccc(F)cc3)C(=O)C3CCCN32)cc1 (stereo not drawn)	1	.	-2	-2	.	-2	4
SMILES	Cneo AK release	ARNT-TACC3 inh	esBAF inh	ERp5 block	SIRT5 inh	C2C12 statin	miR122 inh
CCCS(=O)(=O)NC(=O)C1(C)CCCN(C(=O)c2ccc(F)cc2Cl)C1 (stereo not drawn)	0	.	-7	.	.	12	-5
O=C(NNC(=O)c1csc(-c2cccnc2)n1)Nc1ccc(Cl)cc1	.	-6	1	-3	-1	-18	-3
CC1(C)c2ccccc2-n2c1cc1oc(=O)cc(O)c1c2=O	2	-21	.	-1	0	.	0
C[C@@H]1CN([C@H](C)CO)C(=O)c2cc(C3=CCCC3)cnc2O[C@@H]1CN(C)C(=O)C1CCCCC1	0	-14	-2	-1	3	31	-5[16.7 µM]
CCC(Oc1ccccc1)C(=O)Nc1ccccc1C(=O)N1CCN(C)CC1 (stereo not drawn)	-2	1	-6	0	-2	8	-9
CS(=O)(=O)N(CC(=O)N1CCN(Cc2ccc3c(c2)OCO3)CC1)Cc1ccc(Cl)cc1	-7	3	5	.	.	32	-4
Cc1n[nH]c(=O)n(N=Cc2c[nH]c3ccccc23)c1=O	0	.	7	-2	.	-2	4
Cn1c(=O)c2c(nc(CN3CCN(C(=O)c4ccco4)CC3)n2Cc2ccccc2F)n(C)c1=O	-5	-3	1	6	-3	-18	-2
Cc1nn(C2CCS(=O)(=O)C2)c(C)c1CN(C)C(=O)c1ccccc1 (stereo not drawn)	-1	-4	9	-10	-4	3	-4
COc1ccc(CN(C)C[C@H]2OCCCC[C@H](C)Oc3ccc(NC(=O)Nc4ccc(OC)cc4)cc3C(=O)N([C@H](C)CO)C[C@H]2C)cc1	4	10	-5	2	10	.	-5[16.7 µM]
C[C@H]1CCCCO[C@H](CN(C)S(=O)(=O)c2ccc(F)cc2)[C@@H](C)CN([C@@H](C)CO)C(=O)c2cc(NC(=O)Nc3cccc4ccccc34)ccc2O1	-5	1	-6	-2	1	61	2[16.7 µM]
COc1ccc(-c2[nH]ncc2CNCCn2cccn2)c(F)c1	.	2	.	1	-6	.	.
CNc1cccc(-c2ccccc2CO)n1	3	.	-9	1	.	-3	-3
COc1ccc(S(=O)(=O)NCC2CCCO2)cc1Cl (stereo not drawn)	-1	6	2	4	-2	5	49
C[C@@H]1CN([C@H](C)CO)C(=O)c2cccc(NC(=O)Nc3ccc(C(F)(F)F)cc3)c2O[C@@H]1CN(C)S(=O)(=O)c1ccc(Cl)cc1	-3	-1	11	3	2	-21	2[16.7 µM]
C[C@@H]1CCCCO[C@@H](CN(C)CC2CCCCC2)[C@H](C)CN([C@@H](C)CO)C(=O)c2cc(NS(=O)(=O)c3cn(C)cn3)ccc2O1	-1	-4	5	10	-5	20	9[16.7 µM]
Oc1ccccc1C1SC(c2ccccc2O)SC(c2ccccc2O)S1 (stereo not drawn)	0	2	2	-1	3	8	0
NC(=O)C1CCN(CC(O)CSc2ccc(F)cc2)CC1 (stereo not drawn)	7	-6	4	.	.	-2	.
CC1Oc2ccccc2C=C1/C=N\NC(=O)c1cccnc1 (stereo not drawn)	10	.	25	-3	-2	-9	-5
Nc1nc(SCC(=O)NC2CCCCCC2)[nH]c(=O)c1-c1ccccc1	0	2	3	.	.	-1	3
COCC(=O)N(C)C1(c2nnnn2CCOC(=O)Nc2ccc(Cl)cc2)CCCC1	1	9	8	.	.	3	3
Cc1nc2ccc3[nH]snc3c2n1	-3	4	-2	.	.	9	1
CCSc1nsc(NC(=O)Nc2ccccc2F)n1	-1	4	36	-6	2	-8	24
O=C(O)/C=C\C(=O)Nc1ccccc1C(=O)N1CCN(c2ccc(Cl)cc2)CC1	1	2	-7	.	.	88*	-1
